Source: PubChem (several laboratories)
NS5 inhibitors: Dengue-2 NS5 methyltransferase inhibitors, primary screen, biochemical, confirmation dose response (AID 588689); Dengue-2 NS5 methyltransferase capping enzyme assay, biochemical; higher % means a stronger effect; inhibition, % at 25 µM; hits with a dose series show IC50 in µM; 340,000 compounds, 0.3% hits; in the data active = a potency from the dose series
Myeloid diff 2: promotes myeloid progenitor differentiation; ER-HoxA9 myeloid progenitors, lysozyme-GFP differentiation, flow cytometry; calls only at 10 µM; 360,000 compounds, 1% hits;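 active = normalized GFP-positive differentiation at or above the plate's own cutoff, the solvent-only control mean plus 3 SD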;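 note: cells exposed to compound for four days before flow analysis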
NS5 inhibitors pilot replicate: recorded beside NS5 inhibitors, whose call it bears; inhibition, %; measured here: pilot screen replicate inhibition
Myeloid diff 2 GFP+ MAC1+ %: also measured in Myeloid diff 2; calls as there; GFP+ MAC1+ double positive, %; measured here: differentiation confirmed by MAC1 staining
* = called active by the depositor; i = inactive.

SMILES	NS5 inhibitors	Myeloid diff 2	Myeloid diff 2 GFP+ MAC1+ %	others
CN(C)S(=O)(=O)c1ccc(N2CCCC2)c(C(=O)N2CCN(S(=O)(=O)c3ccccc3F)CC2)c1	0%	i	0.6
C[C@H]1CN([C@@H](C)CO)C(=O)CCCn2cc(nn2)CO[C@@H]1CN(C)S(=O)(=O)c1cccc(F)c1	-3%	i	0.8
COc1ccc(NC(=O)Nc2cccc3c2O[C@H](CN(C)S(=O)(=O)c2cn(C)cn2)[C@@H](C)CN([C@H](C)CO)C3=O)cc1	-42%	i	1.3
CN1CCC(OC(=O)c2ccc(Br)cc2)CC1	5%	i	0.4	NS5 inhibitors pilot replicate=3.2
C/C(=C\C1CCCCC1)C(NC(=O)c1ccc(C(F)(F)F)cc1)c1ccc(-c2ccccc2)cc1 (stereo unspecified)	2%	i	2.0
C[C@H](CO)N1C[C@H](C)[C@@H](CN(C)Cc2ccc(Oc3ccccc3)cc2)Oc2ccc(NC(=O)Cn3cnnn3)cc2C1=O	-1%	i	0.3
O=C1CCc2cc(S(=O)(=O)Nc3ccccc3)cc3c2N1CC3	8%	i	0.7
CCN(CC)c1ccc(S(=O)(=O)N2CCOCC2)cc1NC(=O)CN1C(=O)NC2(CCC(C)CC2)C1=O (stereo unspecified)	1%	i	0.4
Cc1ccc(C(=O)OCC(=O)Nc2ccc(Cl)cn2)s1	5%	i	0.8
CCc1ccc(NC(=O)CSc2nc(=O)n(CCCN3CCOCC3)c3c2CCCC3)cc1	0%	i	1.9
COc1ncnc(NS(=O)(=O)c2ccc(N)cc2)c1OC	-3%	i	3.2
COc1cc(C(=O)NCC(=O)NCC2COc3ccccc3O2)cc(OC)c1OC (stereo unspecified)	1%	i	1.0
Cc1cc2ncn(C3CC(O)C(CO)O3)c2cc1C (stereo unspecified)	2%	i	0.8
COc1cc(NC(=O)Cn2cnc3c(OCc4ccccc4)ncnc32)cc(OC)c1OC	0%	i	0.3	NS5 inhibitors pilot replicate=4.2
CC1(C)CC(NC(=O)c2ccc(Cl)c(S(=O)(=O)N(Cc3ccccc3)c3ccccc3)c2)CC(C)(C)N1	0%	i	2.7
C#CCN(C[C@H]1[C@H](OC(=O)NCCCCCC)[C@H](OC(=O)NCCCCCC)C[C@@H](C(=O)OC)[C@H]1C(=O)OC)S(=O)(=O)c1ccc(C)cc1	-3%	i	0.8
CCOC(=O)c1ccc(NC(=O)c2ccnn2C)cc1	-8%	i	1.1
Cc1cccc(N(Cc2ccccc2)C(=O)c2ccc(C)c(S(=O)(=O)N3CCOCC3)c2)c1	-13%	i	0.0
CN(C(=O)c1cccc(NC(=O)Cc2ccc(NC(=O)C3CCCN(C(=O)C4CCCCC4)C3)cc2)c1)C1CCCCC1 (stereo unspecified)	-9%	i	0.7
Nc1nnn(-c2ccccc2)c1-c1ccccc1	-5%	i	1.0
O=C(CCNC(=O)N1CC(=O)Nc2ccccc21)NCCc1ccc(Cl)cc1	0%	i	1.6
CCn1cc(C(=O)Nc2ccc(Cl)cc2Cl)cn1	-5%	i	0.8
C[C@H](NC(=O)c1nc[nH]c1C(=O)NC1CCNCC1)C(=O)OC(C)(C)C	-2%	i	1.0
CSc1cccc(CNC(=O)C2CCC(=O)N(CCc3ccccc3)C2)c1 (stereo unspecified)	8%	i	1.1
CCC(C)C(=O)OC1CCC=C2C=CC(C)C(CCC3CC(O)CC(=O)O3)C21 (stereo unspecified)	-6%	i	1.0

(listing goes on)
SMILES	NS5 inhibitors	Myeloid diff 2	Myeloid diff 2 GFP+ MAC1+ %	others
CC(=O)NC1CCC(=O)C=C1c1ccccc1 (stereo unspecified)	-2%	i	1.0
COCCCN1C(=O)C(CC(=O)NC2CCCCC2)CC(C(=O)N(C)C)=C1C (stereo unspecified)	5%	i	0.9
O=C(O)c1ccc(CNC(=O)C2CCN(S(=O)(=O)c3ccc4c(c3)OCCO4)CC2)cc1	4%	i	1.3
Cc1ccc(NC(=O)CSc2nnc3ccccn23)c(Cl)c1	-3%	i	1.6
Cc1ccc(C)c(NC(=S)N2CCC(C(=O)c3ccc(F)cc3)CC2)c1	1%	i	1.8
CCN1C(=O)[C@H]2[C@@H](c3ccc(C(F)(F)F)cc3)N[C@]3(CCCN(Cc4ccc(Br)cc4)C3=O)[C@H]2C1=O	-5%	i	1.5
CCCCOC(=O)c1cc(-c2ccc(/C=N/n3cnnc3)o2)ccc1Cl	-3%	i	0.4
Cc1ccc(F)cc1NC(=O)CSc1n[nH]c(N)n1	-10%	i	0.2
C/C(=N\NC(=O)c1cccc(S(=O)(=O)N2CCOCC2)c1)c1ccc(O)cc1	2%	i	0.5
COP(=O)(OC)c1ccc(NCc2cc(O)ccc2O)cc1	3%	i	0.5
CC1CCCN(C(=O)c2ccc3c(c2)OCCO3)C1 (stereo unspecified)	-4%	i	0.8
O=C(Nc1cccc(S(=O)(=O)N2CCOCC2)c1)c1cccc(S(=O)(=O)N2CCCCC2)c1	1%	i	1.6
CC(=O)N1CCN(C(=O)c2ccc(NS(=O)(=O)c3ccc(Cl)c(Cl)c3)cc2)CC1	-6%	i	0.2
C[C@@H]1CN([C@@H](C)CO)C(=O)c2cc(Br)cnc2O[C@@H]1CN(C)C(=O)CN(C)C	3%	i	0.9
CN(C(=O)c1ccc2c(c1)OCO2)C1(C)CCS(=O)(=O)C1 (stereo unspecified)	-4%	i	1.1
CN(C(=O)COC(=O)C1CCN(S(=O)(=O)c2c(Cl)cccc2Cl)CC1)c1ccccc1	-5%	i	1.0
COc1ccc(NC(=O)N(C)C[C@H]2OCc3cn(nn3)CCCC(=O)N([C@@H](C)CO)C[C@@H]2C)cc1	-6%	i	1.2
Cc1cc(C)c(NC(=O)C2=COCCO2)c(C)c1	3%	i	1.2
CCN1C(=O)N[C@@H](CCc2ccccc2)[C@H](C(C)=O)[C@H]1C	-3%	i	2.0
Cc1ccccc1OCC(=O)OCC(=O)Nc1ccc2c(c1)OCO2	-16%	i	0.5
CCOC(=O)CN1C(=O)N[C@@H](c2ccccc2)[C@H](C(C)=O)[C@H]1C	1%	i	1.4
COc1ccc(NC(=O)CCCc2nc3ccccc3c(=O)[nH]2)cc1Cl	6%	i	1.4
COc1ccc(S(=O)(=O)N2CCc3ccccc32)cc1C(=O)N1CCOCC1	-1%	i	0.7
Fc1cc(F)c(F)c(SCn2cc(Br)cn2)c1F	-1%	i	1.0
O=C(Cc1ccc([N+](=O)[O-])cc1)NCCc1ccc2c(c1)OCO2	-4%	i	9.3

13 neighbouring compounds out of the list so far:
SMILES	NS5 inhibitors	Myeloid diff 2	Myeloid diff 2 GFP+ MAC1+ %	others
CC(=O)N1CCN(C(=O)c2ccc(NS(=O)(=O)c3ccc(Cl)c(Cl)c3)cc2)CC1	-6%	i	0.2
C[C@@H]1CN([C@@H](C)CO)C(=O)c2cc(Br)cnc2O[C@@H]1CN(C)C(=O)CN(C)C	3%	i	0.9
CN(C(=O)c1ccc2c(c1)OCO2)C1(C)CCS(=O)(=O)C1 (stereo unspecified)	-4%	i	1.1
CN(C(=O)COC(=O)C1CCN(S(=O)(=O)c2c(Cl)cccc2Cl)CC1)c1ccccc1	-5%	i	1.0
COc1ccc(NC(=O)N(C)C[C@H]2OCc3cn(nn3)CCCC(=O)N([C@@H](C)CO)C[C@@H]2C)cc1	-6%	i	1.2
Cc1cc(C)c(NC(=O)C2=COCCO2)c(C)c1	3%	i	1.2
CCN1C(=O)N[C@@H](CCc2ccccc2)[C@H](C(C)=O)[C@H]1C	-3%	i	2.0
Cc1ccccc1OCC(=O)OCC(=O)Nc1ccc2c(c1)OCO2	-16%	i	0.5
CCOC(=O)CN1C(=O)N[C@@H](c2ccccc2)[C@H](C(C)=O)[C@H]1C	1%	i	1.4
COc1ccc(NC(=O)CCCc2nc3ccccc3c(=O)[nH]2)cc1Cl	6%	i	1.4
COc1ccc(S(=O)(=O)N2CCc3ccccc32)cc1C(=O)N1CCOCC1	-1%	i	0.7
Fc1cc(F)c(F)c(SCn2cc(Br)cn2)c1F	-1%	i	1.0
O=C(Cc1ccc([N+](=O)[O-])cc1)NCCc1ccc2c(c1)OCO2	-4%	i	9.3

(more compounds)
SMILES	NS5 inhibitors	Myeloid diff 2	Myeloid diff 2 GFP+ MAC1+ %	others
CC1(C)CC2CC(C)(CN2S(=O)(=O)c2cccc(C(=O)O)c2)C1 (stereo unspecified)	-2%	i	1.1
Cc1cc(C2=CC(=O)C[C@H](c3ccc(F)cc3)C2)ccc1F	2%	i	0.2
C[C@H](CO)N1C[C@H](C)[C@@H](CN(C)C(=O)c2ccccn2)Oc2cc(Br)ccc2S1(=O)=O	3%	i	1.1
CCCCNC(=O)c1cccc(S(=O)(=O)N2CC3(C)CC2CC(C)(C)C3)c1 (stereo unspecified)	-4%	i	0.5
COc1cc2c(cc1OC)C(c1c(-c3c(Cl)cccc3Cl)noc1C)=NCC2	3%	i	0.5
CC(C)Cn1nc(C(=O)Nc2cccc(C(=O)NC3CC3)c2)c2ccccc2c1=O	-14%	i	0.1
CC(C)CC(CO)NS(=O)(=O)c1cccc(Cl)c1F (stereo unspecified)	1%	i	0.4
CN(C)S(=O)(=O)c1cccc(NC(=O)COC(=O)c2ccc3ccccc3n2)c1	-10%	i	1.6
C[C@@H]1CN([C@@H](C)CO)C(=O)c2cc(Br)cnc2O[C@H]1CN(C)C(=O)CN1CCOCC1	2%	i	1.0
COc1ccc(C)cc1S(=O)(=O)Nc1ccc(-n2c(C)nc3ccccc3c2=O)cc1	-11%	i	0.9
CC1(c2nnc(-c3ccncc3)o2)CC(c2cccnc2)=NO1 (stereo unspecified)	-3%	i	1.3
Cc1ccc(NC(=O)CSCC(=O)N=c2sccn2C)cc1	0%	i	1.1
CC1CN(C(=O)COC(=O)CSc2ccc([N+](=O)[O-])cc2)CC(C)O1 (stereo unspecified)	1%	i	1.1
O=S(=O)(c1ccc2c(c1)OCCO2)N1CCN(S(=O)(=O)c2c(F)cc(F)cc2F)CC1	-1%	i	2.3
CC(C)C1C(=O)N(Cc2cn(CCC3OCCCO3)nn2)CCS(=O)(=O)N1Cc1ccc(-c2ccc(Cl)c(Cl)c2)cc1 (stereo unspecified)	-6%	i	0.5
CC1CC(C)(C)OC(c2ccc(C(C)C)cc2)O1 (stereo unspecified)	-10%	i	0.8
O=C(CSc1ccccc1F)NCC(c1ccco1)N1CCCCC1 (stereo unspecified)	2%	i	1.3
CCN(CC(=O)Nc1ccccc1OC)C(=O)CCOc1ccc(C(C)(C)C)cc1	1%	i	0.7
O=C(NCC(c1cccs1)N1CCOCC1)c1ccc(Cl)nc1 (stereo unspecified)	-1%	i	0.4
COc1cc(NCc2ccccc2)c2ncn(C(C)C)c2c1	-4%	i	1.2
COc1ccc2oc(C(=O)NCCc3ccccc3)c(C)c2c1	-5%	i	0.8
CC[C@]12C(=O)N(C)C[C@H]([C@@H]3C(=O)N(Cc4ccccc4)C(=O)[C@@H]31)N2C(=O)c1ccc(C(C)(C)C)cc1	-4%	i	2.0
O=C1c2ccccc2CCc2ccc(Br)cc21	-5%	i	2.1
Cc1csc(=O)n1CCC(=O)OCC(=O)Nc1cc([N+](=O)[O-])ccc1Cl	-2%	i	0.8
CCOc1ccc(C(=O)OCC(=O)NCC2CCCO2)cc1 (stereo unspecified)	-1%	i	0.4

Further entries
SMILES	NS5 inhibitors	Myeloid diff 2	Myeloid diff 2 GFP+ MAC1+ %	others
O=C(O)C1C(c2ccccc2)=C1c1ccc(Br)cc1 (stereo unspecified)	0%	i	0.5
COc1cccc(COC(=O)C2CCN(S(=O)(=O)c3ccc(F)cc3)CC2)c1OC	-4%	i	0.8
COc1ccc(C(CCc2cc(OC)c(OC)c(OC)c2)NC(C)=O)cc1 (stereo unspecified)	2%	i	0.7
Nc1cccc2cc(S(=O)(=O)O)ccc12	14%	i	1.3
CC[C@]12c3[nH]c4cc(-c5ccco5)ccc4c3CCN1C(=O)[C@@H](CC(=O)NCCN1CCOCC1)C[C@@H]2C(=O)N1CCN(C(=O)c2ccco2)CC1	-1%	i	0.5
N#CCC(=O)Nc1ccc(C(=O)Nc2ccc3c(c2)OCO3)cc1	-14%	i	1.0
CC1CCC(C(O)(C(=O)c2ccccc2)c2ccccc2)C(=O)C1 (stereo unspecified)	3%	i	0.8
O=C(CSc1nnc(Nc2ccccc2F)s1)NC1CCCC1	1%	i	1.0
COc1cccc(NC(=O)c2cc(-c3ccco3)nc3ccccc23)c1	-1%	i	0.3
CCOc1ccc(OCCNC(=O)C(NC(=O)c2c(F)cccc2F)C(C)C)cc1 (stereo unspecified)	7%	i	0.2
CC(C)CCN1CCN=C1N(C)C	-8%	i	1.6
CC(C)(Oc1ccc(Cl)cc1)C(=O)OCc1nc2ccsc2c(=O)[nH]1	-7%	i	0.8
C[C@H](CO)N1C[C@H](C)[C@@H](CN(C)C(=O)Nc2ccc(F)cc2)OCc2cnnn2CCCC1=O	2%	i	1.3
CC(C)CC1C(=O)N(Cc2cn(CCC3OCCO3)nn2)CCS(=O)(=O)N1Cc1ccc(-c2ccc(F)nc2)cc1 (stereo unspecified)	1%	i	0.4
C[C@@H]1O[C@@H](O[C@@H]2[C@@H](O)[C@H](OCCc3ccc(O)c(O)c3)O[C@H](CO)[C@H]2OC(=O)/C=C/c2ccc(O)c(O)c2)[C@H](O)[C@H](O)[C@H]1O	-14%	i	2.0
O=C(O)CCC(=O)Nc1ccc(-c2csc(Nc3cccc4ccccc34)n2)cc1	-8%	i	0.8
C[C@H](OC(=O)NCc1ccc(C(F)(F)F)cc1)[C@@H]1O[C@@]2(C)CCC[C@@H]1O2	0%	i	1.6

This is a subset, so the mix of outcomes need not match the whole.
